ASM inhibitor = blocks human secretory acid sphingomyelinase. P17405. placental ASM, HMU-PC fluorogenic substrate, 60 min. Potency, µM (series often up to 57.5 µM), for inactives: at the top dose activity change, negative = inhibition, actives largely listed as inhibitors. actives 0.006% (n = 340,000); also: potency is read from the fitted curve at half-maximal effect
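Fluorogenic HMU-PC substrate (9 uM final) is turned over by placental ASM in 60 min at 37 C after a 10 min compound preincubation. Reaction ended by alkaline stop (pH 10), with fluorescence read at 386/447 nm.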
PTAP TSG101 blk = blocks PTAP/TSG101 interaction to inhibit HIV-1 budding; Q99816; Fluorescence polarization, FITC-PTAP peptide / Tsg101 binding; Potency, µM (titrated, usually from 115 µM), for inactives: top-dose activity change, negative = inhibition, most hits filed as inhibitors; 340,000 tested, under 10 active; active = well fitted inhibition curve with a large enough effect in the main read-out, with a control signal flat, not every such curve was filed as active; inconclusive = small, poorly fitted or top-dose-only effect, or effect the other way, or a change in a side signal; inactive = no such curve, though single readings can be large or run the other way; also: potency is read from the fitted curve at half-maximal effect; % of control where 0% means no effect
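Tsg101 binding domain (10 uM final) was mixed with compound and a FITC-labeled PTAP peptide (50 nM final) in HEPES pH 7.5 buffer with NaCl, Tween 20, EDTA and TCEP; fluorescence polarization was read after 20 min at r.t.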
Eya2 inh = inhibitors of human Eya2 phosphatase activity. recombinant Eya2, OMFP fluorescence dephosphorylation (OMFP is methylfluorescein phosphate). AID 488837. O00167. actives 0.006% (n = 330,000). Potency, µM (series often up to 76.9 µM), inactives show top-dose activity, negative = inhibition, most hits filed as inhibitors; also: potency is read from the fitted curve at half-maximal effect; % is scaled to controls: 0 for no effect and ±100 for the full control effect
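Eya2 (0.2 uM) preincubated 10 min at ambient with compound, then OMFP substrate added at 50 uM; 10 min reaction in 50 mM HEPES pH 7.5, 50 mM NaCl, 5 uM MgCl2, 0.05% BSA, 1 mM DTT. Fluorescence read at Ex 485/Em 525 nm.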
TRPV1 agonist = agonists of human vanilloid receptor 1 (TRPV1) | AID 540275 | TRPV1-expressing cells, Fluo-8 calcium influx, agonist mode | actives 0.19% (n = 320,000) | Q8NER1 | activation, % at 8.33 µM; in the data active = activation above about 80%; inconclusive = between about 30% and that limit; also: 0% is about no effect
Target sequence (Q8NER1 whole entry, looked up): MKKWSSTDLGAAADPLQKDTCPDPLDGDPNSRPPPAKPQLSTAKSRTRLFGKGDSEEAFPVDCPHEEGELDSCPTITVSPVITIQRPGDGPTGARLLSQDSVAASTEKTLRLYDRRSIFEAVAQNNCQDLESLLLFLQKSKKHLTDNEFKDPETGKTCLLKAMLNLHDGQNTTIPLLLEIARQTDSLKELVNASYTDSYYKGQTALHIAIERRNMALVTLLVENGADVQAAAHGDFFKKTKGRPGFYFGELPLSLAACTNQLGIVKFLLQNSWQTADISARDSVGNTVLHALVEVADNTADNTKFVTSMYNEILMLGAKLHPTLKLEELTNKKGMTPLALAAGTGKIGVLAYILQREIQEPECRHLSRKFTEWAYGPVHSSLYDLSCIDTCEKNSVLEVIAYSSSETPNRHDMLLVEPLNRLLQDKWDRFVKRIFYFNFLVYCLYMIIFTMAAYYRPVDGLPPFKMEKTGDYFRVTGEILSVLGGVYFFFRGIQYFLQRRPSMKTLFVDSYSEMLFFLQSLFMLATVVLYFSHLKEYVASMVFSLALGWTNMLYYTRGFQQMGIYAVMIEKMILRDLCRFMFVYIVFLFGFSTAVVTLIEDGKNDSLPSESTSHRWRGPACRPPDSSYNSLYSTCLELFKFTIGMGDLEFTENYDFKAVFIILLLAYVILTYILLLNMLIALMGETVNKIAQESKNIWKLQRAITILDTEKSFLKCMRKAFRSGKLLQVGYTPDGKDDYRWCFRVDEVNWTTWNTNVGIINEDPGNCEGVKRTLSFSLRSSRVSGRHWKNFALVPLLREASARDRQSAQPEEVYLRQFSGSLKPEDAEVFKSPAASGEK
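Fluo-8 calcium influx in TRPV1-expressing cells, kinetic read (ex 480/em 520 nm). Compound added and read 3 min for agonist activity, followed by capsaicin at EC20 final and 2 min further read for enhancement.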
USP2a block = inhibitors of human ubiquitin-specific protease USP2a | O75604 | USP2 core, Ub-CHOP2 coupled fluorogenic reporter, 485/531 | Potency, µM (doses to about 38.3 µM), for the others: at the highest dose activity change, negative = inhibition, hits mostly inhibitors | actives 0.01% (n = 330,000) | AID 463254;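 also: potency is read from the fitted curve at half-maximal effect; plate controls were DMSO wells for no effect and full inhibition by NEM control for full effect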
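Cell-free coupled assay: 10nM USP2 core preincubated 30min RT with compound in Tris-HCl pH 8.0/CaCl2/CHAPS buffer, then 25nM Ub-CHOP2 and 25nM reporter substrate; fluorescence (Ex 485/Em 531) read after 60min RT, normalized to NEM inhibition, concentration-response curves fitted.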
Integrin act MD = integrin-mediated muscular dystrophy alleviation activation | actives 0.064% (n = 350,000) | alpha7betagal myoblasts, beta-gal FDG fluorescence, 48 h | AID 624291 | Potency, µM (highest dose often 38.3 µM), without a hit: at the top dose activation, actives largely listed as activators;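 also: potency is read from the fitted curve at half-maximal effect; 100% = response of the positive control SU9516; nearly all actives have a fitted effect of over 60% in size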
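Alpha7betagal+/- myoblasts (passage 13) were plated 16-24 hr, then exposed to compounds (1:260 dilution of DMSO stock) for 48 hours at 37C. After MPER lysis, β-galactosidase reporter activity was read as FDG fluorescence (ex 480/em 540) after 30 minutes.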
BRCA1 expr act = activators of BRCA1 expression; MCF7-BRCA1-FFLuc reporter, luminescence, 48 h; response scale: scaled: vehicle 0%, 10 µM genistein 100%; actives 1.1% (n = 380,000); Potency, µM (doses to about 46.1 µM), for the others: top-dose activation, usual class: activators; also: potency is read from the fitted curve at half-maximal effect; nearly all actives have a fitted effect of over 80% in size; some results filed as inactive show a strong effect at the top dose
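Compounds are tested at multiple concentrations on MCF7 BRCA1-luciferase reporter cells seeded at 2000 per well; after 48 h, a single luminescence end-point is taken and curves fitted to the normalized data.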
ELG1 genotox = genotoxicity induction in ELG1-luciferase HEK293T cells. HEK293T ELG1-luciferase reporter, luminescence, 16 h. Potency, µM (series often up to 46 µM), inactives show top-dose activity change, positive = activation, most hits filed as activators. actives 1.3% (n = 330,000). AID 504466; also: potency is read from the fitted curve at half-maximal effect; % of control where 0% means no effect; nearly all actives have a fitted effect of over 60% in size
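Cells (2,000/well) expressing the ELG1-luciferase fusion are dosed by pin tool and kept 16 hr at 37 °C, 5% CO2. Signal comes from ONE-Glo luciferase reagent after 30 min at room temperature.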
p53 reactivator = re-activators of mutant p53. H1299 p53-A138V BP100-luciferase reporter, luminescence, 24 h. Potency, µM (titrated, usually from 92.2 µM), for inactives: at the top dose activity change, positive = activation, hits mostly activators. actives 0.063% (n = 320,000). AID 504706; also: potency is read from the fitted curve at half-maximal effect; % of control where 0% means no effect; nearly all actives have a fitted effect of over 45% in size
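H1299 (p53-null), stable ts p53-A138V + BP100-Luc; 1000 cells/well, Opti-MEM/10% FBS; cpd 4 pt, 1:5; 24 h, 37 deg C, 5% CO2; detection reagent 10 min RT; luminescence.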
B2AR arrestin = agonists driving beta-arrestin recruitment to human beta2-adrenergic receptor | actives 0.02% (n = 330,000) | beta-arrestin recruitment to beta2AR, cell-based reporter | Potency, µM (highest dose often 46.1 µM), for inactives: at the top dose activation, usual class: activators | P07550 | AID 492947;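 also: potency is read from the fitted curve at half-maximal effect; 0% = DMSO controls and full agonism = EC100 isoproterenol or metaproterenol; nearly all actives have a fitted effect of over 65% in size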
uPA surface inh = blocks generation of uPA at the cell surface; AID 540303; cell surface uPA generation assay, qHTS; Potency, µM (highest dose often 38.3 µM), for inactives: at the highest dose activity change, negative = inhibition, most hits filed as inhibitors; actives 0.31% (n = 330,000); active = well fitted inhibition curve with a large enough effect; inconclusive = small, poorly fitted or top-dose-only effect; inactive = no such curve, though single readings can be large or run the other way; tested in mouse RAW 264.7 cells; also: potency is read from the fitted curve at half-maximal effect; % is scaled to controls: 0 for no effect and ±100 for the full control effect; nearly all actives have a fitted effect of over 55% in size
The depositor's hits bear a star; ? = inconclusive; / = not tested or not shown; [ ] = remark or other dose. Unless noted, calls follow the shape of the dose curve; as a rule, active = well fitted curve in the direction sought with a large enough effect; inconclusive = small, poorly fitted or top-dose-only effect, or another doubt; inactive = no such curve, though single readings can be large; an effect the other way counts as inactive or inconclusive.

SMILES | ASM inhibitor | PTAP TSG101 blk | Eya2 inh | TRPV1 agonist | USP2a block | Integrin act MD | BRCA1 expr act | ELG1 genotox | p53 reactivator | B2AR arrestin | uPA surface inh
CCOC(=O)C(C)c1c(C)[nH]c(=S)[nH]c1=O (configuration not stated) | 5% | -1% | -13% | -2 | -1% | 22% | -5% | -3% | -6% | -0.1% | 6%
Cc1cc(NCCCOC(C)C)n2c(nc3ccccc32)c1C#N | / | -2% | -18% | 11 | 1% | 0% | -26% | -9% | ? | -0.9% | -3%
COc1ccc(C2C(C#N)=C(N)Oc3cc4c(cc32)OCO4)cc1 (configuration not stated) | 59%[activator] | -1% | 9% | 8 | 0% | 15% | -70% | -5% | 2% | -0.1% | -24%
CCOC(=O)c1c(NC(=O)CSc2nncn2C)sc(C)c1C | 5% | -2% | 34% | 11 | 1% | -26% | -8% | 3% | 0% | 0.1% | -1%
O=C(c1cc2ccccc2oc1=O)N(Cc1ccccc1F)C1CCS(=O)(=O)C1 (configuration not stated) | -2% | -5% | -5% | -1 | 0% | 35% | 45% | ? | 30% | -0.1% | 11%
CCn1nnnc1SCC(=O)c1ccc(C)cc1 | -2% | -4% | 3% | -1 | -1% | -8% | 13% | ? | ? | -0.3% | -2%
CC1CCCC(NC(=O)COC(=O)CCSc2ccccc2)C1C (configuration not stated) | 2% | -2% | -1% | 16 | -2% | 40% | -24% | -1% | -4% | 0.4% | 2%
COC(=O)C1=C(C)N(Cc2ccco2)C(=O)N[C@H]1c1cccc(C(F)(F)F)c1 | -8% | -3% | 1% | 22 | 0% | 13% | 0% | 1% | -10% | -1.9% | -6%
CCOc1ccc2[nH]cc(C(=O)NCc3ccccc3)c(=O)c2c1 | -6% | 4% | 3% | 22 | 0% | -21% | -15% | -2% | ? | -0.6% | ?
CC1(C)CC(=O)C2=C(C1)N(c1ccccc1)C(=O)C2(O)C(F)(F)F (configuration not stated) | 3% | -3% | 12% | -4 | 0% | 13% | -23% | 0% | 7% | 0.0% | 6%
O=C1C(c2ccccc2)NC(=S)N1C1CCCCC1 (configuration not stated) | -12% | -3% | 2% | 0 | -1% | 25% | 0% | -10% | -4% | -0.2% | -1%
O=S(=O)(NCc1cccc(C(F)(F)F)c1)NCc1ccccc1F | -8% | -2% | -2% | 6 | 1% | -21% | -10% | -2% | -5% | 0.4% | 2%
Cc1ccc(C(=O)OCC(=O)Nc2ccc(C(N)=O)cc2)s1 | 7% | -1% | -20% | 2 | -4% | -18% | -11% | -3% | 2% | 0.4% | -19%
CC1=C(C(=O)OCC2CCCCC2)C(c2ccc(F)cc2)NC(=O)N1 (configuration not stated) | -2% | -1% | -2% | -4 | -7% | -4% | -9% | -6% | / | -0.1% | 16%
O=C1CCCN1c1ccc(S(=O)(=O)Oc2cccc(Cl)c2)cc1[N+](=O)[O-] | -7% | -7% | -14% | / | 1% | -22% | 25% | 0% | 18% | -0.3% | -1%
O=C(COc1ccccc1Cl)NNC(=O)c1ccc2c(=O)n3c(nc2c1)CCC3 | -2% | -2% | -7% | -3 | 1% | -29% | -1% | 3% | ? | 0.3% | -2%
Brc1ccc(-c2noc(CCc3ccccc3)n2)cc1 | 1% | -4% | / | / | / | 11% | 53% | / | / | / | 7%
CCc1ccc(/C=C(\Cl)c2nc3cc(Cl)ccc3c(=O)[nH]2)cc1 | 5% | 1% | -6% | -4 | 2% | 5% | -26% | 3% | -4% | -0.6% | 5%
O=C(O)c1ccc(/C=C/c2nc3sc4c(c3c(=O)[nH]2)CCC4)cc1 | / | -3% | 4% | -2 | -5% | -3% | -2% | 3% | 3% | 0.1% | 8%
Cc1ccc(C(=O)COC(=O)c2cccs2)cc1 | -1% | -3% | 5% | 28 | 1% | 0% | ? | ? | / | -0.2% | 1%
COc1ccc(C(=O)C2CCCN(Cc3c(C)[nH]c4ccccc34)C2)c(OC)c1 (configuration not stated) | / | / | -13% | -2 | 0% | / | / | -9% | -1% | -0.6% | /
CN(C)C(=O)NC1C=CS(=O)(=O)C1 (configuration not stated) | 4% | -9% | 0% | 2 | 3% | 11% | -8% | 4% | 3% | -0.8% | 3%
Cc1ccccc1-c1cc(C(=O)NCc2ccc(OC(F)(F)F)cc2)nn1CC1CC(c2cccc([N+](=O)[O-])c2)=NO1 (configuration not stated) | -1% | -2% | -3% | / | 1% | -6% | -28% | -3% | 4% | 0.3% | 5%
O=C(Cn1c(=S)nc2ccccn21)N1CCc2ccccc2C1 | 1% | -4% | 2% | -1 | 1% | -8% | ? | 21µM* | ? | -0.9% | 4%
COC(=O)[C@@H](NC(=O)NCc1ccc(F)cc1)C(C)C | 0% | -6% | -30% | 0 | 3% | 14% | 9% | -1% | -1% | -0.1% | /

The closing two entries of the part before are carried over, then new ones follow:
SMILES | ASM inhibitor | PTAP TSG101 blk | Eya2 inh | TRPV1 agonist | USP2a block | Integrin act MD | BRCA1 expr act | ELG1 genotox | p53 reactivator | B2AR arrestin | uPA surface inh
O=C(Cn1c(=S)nc2ccccn21)N1CCc2ccccc2C1 | 1% | -4% | 2% | -1 | 1% | -8% | ? | 21µM* | ? | -0.9% | 4%
COC(=O)[C@@H](NC(=O)NCc1ccc(F)cc1)C(C)C | 0% | -6% | -30% | 0 | 3% | 14% | 9% | -1% | -1% | -0.1% | /
Cn1c(SCC(=O)Nc2ccc(Cl)cc2)nnc1C1CC1 | -2% | -2% | 10% | 0 | 0% | 11% | -6% | 10% | 0% | -0.2% | 7%
CCOC(=O)C1CCN(C(=O)c2cc3cc(Br)ccc3oc2=O)CC1 | -1% | 0% | 2% | -1 | 0% | 40% | ? | -1% | 2% | 0.1% | ?
Cc1ccccc1CSc1ccc(-c2ccc3c(c2)OCO3)nn1 | -4% | -2% | 5% | 15 | 3% | 0% | 8.9µM* | ? | / | 0.2% | 0%
COc1ccc(OCC(=O)N2CCN(C(=O)Cc3ccccc3)CC2)cc1 | 5% | 1% | 4% | -5 | 1% | 4%[7.66 µM] | -4% | 0% | -3% | -1.8% | 0%
CCC(C)c1ccc(NC(=O)NCc2cccnc2)cc1 (configuration not stated) | -1% | -3% | -10% | ? | -1% | -19% | 0% | -2% | 3% | 4.3% | -8%
O=C(/C=C/c1c(Cl)cccc1Cl)Nc1ccncc1 | -6% | -2% | -3% | ? | -7% | -1% | -5% | ? | ? | -0.2% | -3%
O=C(Nc1ccc(Cl)cc1)Nc1nnc(CSc2ccc(Cl)cc2)s1 | -1% | -5% | -7% | -2 | 4% | 10% | -6% | 0% | 9% | -1.1% | 4%
Cc1oc(CC(C)C)c(CN)c1C(=O)O | -1% | -6% | -16% | 0 | 1% | -6% | 11% | -2% | -1% | 0.4% | 8%
CC(=O)c1ccc(N2CCN(C(=O)COc3ccc4c(c3)CCC4)CC2)cc1 | -8% | -6% | 4% | ? | -1% | -19% | -13% | -6% | -20% | -0.4% | 3%
COc1ccc(C)cc1NC(=O)COC(=O)C1CCN(C(=O)c2ccc(Cl)cc2)CC1 | -3% | -3% | -12% | -3 | 0% | -11% | 9% | -1% | -2% | -0.2% | 3%
Cc1ccc(S(=O)(=O)C2(C(=O)NC3CCCC3)CC2)cc1 | -1% | -7% | -5% | 2 | 2% | 9% | 9% | 1% | -1% | 0.0% | /
CC[C@@H](C)[C@@H]1CN([C@@H](CN2CCC[C@H]2CN2C(N)=NC[C@@H]2Cc2ccccc2)C(C)C)C(=N)N1CCCC1CCCC1 | -6% | 1% | -14% | / | 1% | 24% | 0% | 1% | -2% | -0.2% | 0%
C[C@]12c3[nH]c4ccc(Cl)cc4c3CCN1C(=O)[C@@H](CC(=O)NCC13CC4CC(CC(C4)C1)C3)C[C@@H]2C(=O)N1CCCCC1 | -12% | -5% | 6% | / | 2% | -9% | -37% | -1% | 12% | -0.2% | 9%
O=C(COC(=O)Cc1c(Cl)cccc1Cl)NCc1ccco1 | -1% | -7% | 8% | / | 0% | -18% | 3% | 2% | 2% | -0.6% | 3%
Cc1cc(C)nc(SCc2cn3c(C)cc(C)nc3n2)n1 | -2% | -5% | 14% | -2 | 1% | -7% | 2% | -1% | -3% | -1.1% | 2%

This is a random part of the collection; any-hit rate near 2.6%.
